Compound activity from PubChem BioAssay.
Wee1 stabilizer: human Wee1 degradation inhibition, primary screen; P30291; HeLa Luc-Wee1K328M stability, luciferase luminescence; 100% = proteasome inhibitor MG132 effect; reporter increase, % at 5 µM; 220,000 compounds, 1.2% hits; AID 1321;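 active means activation above the mean of all tested compounds plus 3 SD, set per screening run, cut at about 8.8% in these data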;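 further: cells exposed to compound for 20 h before luminescence read; 0% = DMSO alone and 100% = MG132 at 30 µM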
KLK5 inh: kallikrein 5 (human) inhibition. recombinant hK5, fluorogenic AMC substrate cleavage. inhibition, % at 5 µM. 210,000 compounds, 0.59% hits;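 active means inhibition of 40% or more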;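 further: 0% = enzyme controls without compound and 100% = no-enzyme blanks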
thrombin 1536: inhibitors of human thrombin; inhibition, % at 5 µM; AID 1046; alpha-thrombin, Boc-VPR-AMC fluorogenic substrate cleavage; P00734; 220,000 compounds, 0.26% hits;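 active means inhibition at or above 40%; inactive means inhibition below 40%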;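 further: 0% = enzyme with no compound and 100% = wells without enzyme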
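Test system: human alpha-thrombin protein / Dosing: one concentration per compound, 5 µM, with 0.2% DMSO / Medium: pH 7.5 Tris-saline with Tween 20 / Benchmarks: no-compound enzyme wells and no-enzyme blanks / Read-out basis: percent inhibition of thrombin substrate cleavage / Timing: reaction at room temperature / Measured by: fluorescence, ex 355 nm, em 460 nm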
PERK inhibitor: human PERK inhibition, primary cell-based screen; Q9NZJ5; CHO PERK-DD fusion, SEAP luminescence translation reporter; inhibition, % at 5.6 µM; 220,000 compounds, 0.17% hits; AID 1416;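 active means inhibition above the mean inhibition of all tested compounds plus 3 SD, set separately per screening campaign, cut at about 2.9% in these data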;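 further: PERK kinase domain activated by AP20187 dimerizer at 100 nM; 0% = DMSO with dimerizer and 100% = rapamycin at 8.4 µM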
Furin inhibitor: human furin inhibition; 220,000 compounds, 0.061% hits; P09958; inhibition, % at 30 µM; purified furin, fluorogenic substrate cleavage; in the data active means inhibition above about 25%; further: inactives centre near -15
FXIIa inh 1536: factor XIIa (human) inhibition; purified FXIIa, Boc-QGR-AMC fluorogenic substrate, 2 h; inhibition, % at 5 µM; 220,000 compounds, 0.3% hits; in the data active means inhibition above about 40%;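 further: 0% = enzyme with no compound and 100% = blank without enzyme; many of its hits are not listed in these tables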
p97 ATPase inh: human p97 ATPase inhibition | AID 1481 | inhibition, % at 8 µM | recombinant p97 ATPase, Kinase-Glo ATP luminescence, 3 h | 220,000 compounds, 0.42% hits; in the data active means inhibition above about 15%;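 further: 0% = DMSO vehicle and 100% = wells lacking enzyme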
Cl transport mod: modulators of human KCC2 chloride dependent transport. KCC2 cells, thallium flux FluoZin-2 fluorescence. B-score of Tl+ flux slope (higher = more flux/activation; lower = inhibition) at 10 µM. 190,000 compounds, 2.2% hits. Q9H2X9. AID 1456;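 active means thallium flux slope and its plate-corrected score both differing from the plate sample mean at a set confidence after two filtering rounds, in either direction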;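 further: slope of fluorescence scaled to starting intensity during 10 to 20 s after thallium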
Target sequence (Q9H2X9 whole entry, looked up): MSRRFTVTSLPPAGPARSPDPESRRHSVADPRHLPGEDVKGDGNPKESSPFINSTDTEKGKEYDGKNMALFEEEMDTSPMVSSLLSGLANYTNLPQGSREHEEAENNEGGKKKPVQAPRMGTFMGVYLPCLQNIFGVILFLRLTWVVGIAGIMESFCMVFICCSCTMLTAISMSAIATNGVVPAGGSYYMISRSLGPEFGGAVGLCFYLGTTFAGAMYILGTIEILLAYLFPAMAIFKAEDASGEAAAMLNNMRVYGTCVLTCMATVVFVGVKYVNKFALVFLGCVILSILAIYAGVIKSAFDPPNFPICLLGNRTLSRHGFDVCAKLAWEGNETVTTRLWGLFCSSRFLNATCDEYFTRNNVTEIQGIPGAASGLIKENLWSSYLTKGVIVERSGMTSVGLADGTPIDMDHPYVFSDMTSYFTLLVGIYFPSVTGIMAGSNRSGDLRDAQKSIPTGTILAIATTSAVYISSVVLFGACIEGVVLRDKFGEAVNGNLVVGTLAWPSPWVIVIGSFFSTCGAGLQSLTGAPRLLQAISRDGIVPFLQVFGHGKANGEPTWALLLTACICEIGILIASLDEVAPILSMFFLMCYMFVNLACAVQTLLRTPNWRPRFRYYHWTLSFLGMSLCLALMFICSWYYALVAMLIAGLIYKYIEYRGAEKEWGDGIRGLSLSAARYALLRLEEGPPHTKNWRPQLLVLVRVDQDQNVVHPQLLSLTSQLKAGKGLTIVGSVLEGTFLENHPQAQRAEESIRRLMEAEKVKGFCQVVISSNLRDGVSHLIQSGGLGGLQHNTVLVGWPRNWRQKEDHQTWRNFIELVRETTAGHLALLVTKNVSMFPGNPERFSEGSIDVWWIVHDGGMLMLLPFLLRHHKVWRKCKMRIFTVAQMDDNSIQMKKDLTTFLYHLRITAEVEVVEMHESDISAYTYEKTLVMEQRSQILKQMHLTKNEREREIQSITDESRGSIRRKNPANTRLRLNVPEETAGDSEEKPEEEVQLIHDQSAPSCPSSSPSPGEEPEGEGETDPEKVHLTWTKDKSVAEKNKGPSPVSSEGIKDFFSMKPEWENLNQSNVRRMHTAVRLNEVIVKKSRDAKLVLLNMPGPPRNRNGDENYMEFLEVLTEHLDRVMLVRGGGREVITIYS
FXIa inh: blocks human coagulation factor XIa protease activity; P03951; purified FXIa, Boc-Glu-Ala-Arg-AMC fluorogenic substrate; inhibition, % at 5 µM; 220,000 compounds, 0.14% hits;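 active means inhibition of at least 40%; inactive means inhibition below 40%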;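 further: fluorescence of freed AMC excited at 355 nm; 0% = enzyme without compound and 100% = no enzyme blank; many of its hits are not listed in these tables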
Starred values were filed as active, the others as inactive; i = inactive; x = no result given; [ ] = another dose, or the depositor's remark. No enrichment for hits; overall some 4.4% were active at least once.

SMILES	Wee1 stabilizer	KLK5 inh	thrombin 1536	PERK inhibitor	Furin inhibitor	FXIIa inh 1536	p97 ATPase inh	Cl transport mod	FXIa inh
O=C(CSc1ncnc2c1nnn2-c1ccc(F)cc1)N1CCN(c2ccccc2)CC1	0	x	x	1.1	-16[20 µM]	x	-4	-0.98	x
O=C(c1ccco1)N1CCN=C1SCc1cccc(Cl)c1	2	-7	0	0.2	-34	12	6	-1.3	2
COc1ccc(N(C(=O)c2ccncc2)S(=O)(=O)c2ccc3c4c(cccc24)C(=O)N3C)cc1	2	3	-11	-1.1	-1	9	-9	0.21	5
CCCn1nc(Oc2nc(NCC)nc(NC(C)C)n2)ccc1=O	0	0	4	-0.1	-27[20 µM]	13	-4	-4.4*	2
CCOC(=O)C1(Cc2ccc(OC)cc2)CCN(C(=O)CCN2CCCC2=O)CC1	2	x	0	1.6	-18	5	0	x	2
COc1ccc(S(=O)(=O)N2CCC(NC(=O)Nc3ccc(C)cc3)CC2)cc1	3	2	-3	0.3	-22	22	-1	0.19	8
CCOP(=O)(OCC)/C(=N/OC(=O)c1cccc([N+](=O)[O-])c1)C(N)=O	1	-2	-6	0.8	-16	2	7	1.7	-2
O=C(c1ccc([N+](=O)[O-])cc1)n1nc(-c2ccccc2)nc1NCc1ccc(F)cc1	-1	-6	52*	0.4	-14	0	2	-0.0064	-1
COc1ccc(OC)c(C2/C(=C(/O)c3ccccc3)C(=O)C(=O)N2Cc2ccco2)c1 (centres undefined)	-2	37	18	-0.3	-8	15	-4	0.13	8
COc1ccc(CN(C(=O)CN2C(=O)COc3ccccc32)C2CCCC2)c(OC)c1	-1	-5	-11	-1.4	-18[20 µM]	-6	-3	-0.88	-6
Cc1cc(=O)oc(C)c1C(=O)NCc1ccc(F)cc1	0	19	5	-0.2	10	16	6	x	1
O=C1ON=C(c2ccccc2)/C1=C/c1cccnc1	-2	5	-1	0.5	-2	10	-5	0.15	3
Cc1ccc2nc(SCC(=O)c3c(N)n(C)c(=O)n(C)c3=O)[nH]c2c1	1	x	-9	0.0	-27	5	3	-0.77	-5
Cc1cc(C)cc(OCC(=O)O/N=C(\N)c2cccnc2)c1	0	2	0	0.1	-20	4	6	i	0
COc1cccc(OCC(O)CN2CCN(c3ccc(Cl)cc3)CC2)c1 (centres undefined)	1	-4	-4	1.0	-19	2	-2	x	-2
NNC(=O)c1ccc(O)cc1O	3	-14	-5	1.4	0	7	7	-0.073	8
COc1ccc(/C(O)=C2/C(=O)C(=O)N(CC3CCCO3)C2c2cccc(O)c2)cc1 (centres undefined)	1	4	-2	0.7	-3[20 µM]	4	-1	x	-4
O=C(COC(=O)COc1cccc(Br)c1)Nc1c(Cl)cccc1Cl	-3	-6	21	1.1	-12	8	1	0.26	8
CCn1c(Cc2ccccc2)n[nH]c1=S	-2	-2	-2	-0.2	-25	4	1	-1	-3
COC(=O)C/C=N/N=C1/NC(=O)/C(=C/C(=O)O)S1	-2	3	2	0.7	-17	13	-3	-0.18	-5
COc1ccc(NC(=S)NC(=O)CC(C)C)c(OC)c1	2	4	-4	0.0	-2	x	-2	0.94	0
COc1ccc(C2=NO[C@@H]3[C@@H]4C[C@@H]([C@H]5C(=O)N(c6ccc7c(c6)OCO7)C(=O)[C@@H]45)[C@H]23)cc1OC	4	-4	-3	0.2	-20	6	3	0.65	1
Cc1ccc(N2NC(=O)/C(=C/c3ccc(-c4ccc(Cl)c(C(=O)O)c4)o3)C2=O)cc1	-4	1	-11	-0.2	5	9	-6	-0.42	2
Cc1nnc(SCC(=O)NC(=O)NCc2ccco2)n1Cc1ccccc1	0	-42	-9	0.8	-13[20 µM]	1	2	0.67	-4
CSc1nc(-c2cccs2)c(C#N)c(=O)[nH]1	0	-1	3	0.9	-3	10	7	-1.3	0
Cc1cc(NCCCn2ccnc2)n2ncc(-c3ccc(Cl)cc3)c2n1	6	-73	-5	-1.1	1[20 µM]	-9	-6	0.9	-11
COc1ccc(C(=O)NCC(c2ccc(F)cc2)N2CCOCC2)cc1S(=O)(=O)N1CCCC1 (centres undefined)	-1	-3	0	-1.3	-15	9	-5	-1.3	-3
Cc1ccc(CSC(Nc2ccc(F)cc2)=C(C#N)C#N)cc1	2	-11	-4	0.9	-29	8	3	-5	7
CC(Sc1nc2ccccc2s1)C(=O)Nc1nnc(C(C)C)s1 (centres undefined)	-3	-4	-3	0.2	-24	13	-6	x	-1
Cc1cc2c(c(=O)o1)C(Cc1ccccc1)C(C#N)=C(N)O2 (centres undefined)	1	9	3	0.4	-13[20 µM]	18	4	0.96	-11
CC(/C=N/NC(=O)CSc1nc(C)cc(C)n1)=C\c1ccccc1	4	-9	-7	0.4	-16	-1	-2	0.088	-1
CCN(CC)S(=O)(=O)c1ccc2c(c1)nc(CCC(=O)OCC(=O)Nc1cc(Cl)cc(Cl)c1)n2C	-3	-28	0	0.6	-3	13	-2	-0.18	8
COc1ccc(C(C(=O)NC2CCCCC2)N(Cc2cccs2)C(=O)Cc2c[nH]c3ccccc23)cc1 (centres undefined)	0	22	0	-0.5	-17[20 µM]	13	1	-0.42	1
O=C(O/N=C\c1ccc(N2CCCCC2)c([N+](=O)[O-])c1)c1ccc(Cl)cc1Cl	-2	-16	2	3.0*	-8[20 µM]	19	4	0.056	6
CCCCOc1ccc(-c2ncc(C(=O)O)c(C)n2)cc1	-4	2	-2	1.9	-23	6	6	-0.93	4
CCC(C)c1ccc(OCC(=O)Nc2ccc3[nH]c(=O)[nH]c3c2)cc1 (centres undefined)	6	-3	-5	0.4	-4	2	-5	0.8	1
CSc1[nH]c(=O)c(C(=O)O)cc1C#N	-2	-2	-1	1.5	-30	-6	2	0.31	-1
Cc1ccc(C)c(N2CCN(C(=O)CCn3c(=S)[nH]c4cc5c(cc4c3=O)OCO5)CC2)c1	-2	6	-9	-0.1	-28[20 µM]	-10	3	2	14
CCO[C@@H]1OC(C(=O)N2CCCCCCC2)=C[C@H](c2cn(C(C)=O)c3ccccc23)[C@H]1CCCO	6	2	-2	0.1	-21	11	3	-1.5	0
CCc1ccc(C2=Nn3c(nnc3-c3cccs3)SC2)cc1	-1	0	0	-1.2	-21	5	19*	x	-1

Arranged by value in FXIa inh (high to low): 4 from the list above
SMILES | Wee1 stabilizer | KLK5 inh | thrombin 1536 | PERK inhibitor | Furin inhibitor | FXIIa inh 1536 | p97 ATPase inh | Cl transport mod | FXIa inh
CCN(CC)S(=O)(=O)c1ccc2c(c1)nc(CCC(=O)OCC(=O)Nc1cc(Cl)cc(Cl)c1)n2C | -3 | -28 | 0 | 0.6 | -3 | 13 | -2 | -0.18 | 8
CCC(C)c1ccc(OCC(=O)Nc2ccc3[nH]c(=O)[nH]c3c2)cc1 (centres undefined) | 6 | -3 | -5 | 0.4 | -4 | 2 | -5 | 0.8 | 1
CSc1nc(-c2cccs2)c(C#N)c(=O)[nH]1 | 0 | -1 | 3 | 0.9 | -3 | 10 | 7 | -1.3 | 0
Cc1cc(NCCCn2ccnc2)n2ncc(-c3ccc(Cl)cc3)c2n1 | 6 | -73 | -5 | -1.1 | 1[20 µM] | -9 | -6 | 0.9 | -11

New compounds follow:
SMILES	Wee1 stabilizer	KLK5 inh	thrombin 1536	PERK inhibitor	Furin inhibitor	FXIIa inh 1536	p97 ATPase inh	Cl transport mod	FXIa inh
N#CCSc1nnc(-c2ccc3c(c2)OCO3)o1	7	24	20	1.1	-12	19	-4	-0.43	14
Cc1ccc(-c2nc(C)sc2CC(=O)NCc2ccco2)cc1	-1	-20	-2	2.4	-29	0	4	0.49	3
Cc1c(NC(=S)NNC(=O)CCC(=O)O)c(=O)n(-c2ccccc2)n1C	-2	2	3	0.1	-29	11	3	0.83	-1
CCN(CC)c1ccc(C2C(C(=O)OCCOC)=C(C)NC3=C2C(=O)CCC3)cc1 (centres undefined)	0	-48	0	-1.4	-21	7	-1	0.18	-2
O=C1c2ccccc2N2C(=O)c3ccccc3C2N1Cc1ccccc1 (centres undefined)	2	-3	10	-2.2	0	6	-9	-0.33	-1
O=C(O)c1cccc(CN2C(=O)S/C(=C/c3ccccc3[N+](=O)[O-])C2=O)c1	1	-1	-2	0.2	-18	10	3	-1.9	12
O=C(COC(=O)c1cccs1)NCC1CCCCC1	-3	-2	-12	0.6	-15	4	0	-0.2	-4
Cc1cccc2cc(C#N)c(SCC(=O)NCC3CCCO3)nc12 (centres undefined)	-3	-9	9	0.7	-14[20 µM]	1	-2	-0.026	-4
COC(=O)CCCC1=CC2=C(c3ccccc3)C(=O)C(C)(OC(=O)C3CCCC3)C(=O)C2=CN1CC(C)C (centres undefined)	x	1	-3	x	9	6	x	-1	2
CCOC(=O)N1CCN(C(=S)Nc2ccccc2C(C)C)CC1	-2	-3	-9	-0.2	-11	1	-7	-0.17	-5
COc1ccc(-c2csc3nc(-c4cccnc4)nc(N4CCC(C(N)=O)CC4)c23)cc1OC	0	-14	-7	-0.3	-12	15	1	-0.0033	9
C[N+]1(CCOS(=O)C23CC4CC(CC(C4)C2)C3)CCOCC1 (centres undefined)	4	-14	0	2.1	-12	16	-1	0.25	1
CCOC(=O)c1cc2sccc2n1CC(=O)N1CCN(C(=O)c2ccco2)CC1	-1	2	2	-0.9	-13	17	0	x	4
Cc1csc(N/N=C/c2ccc(O)c([N+](=O)[O-])c2)n1	3	-18	8	0.6	1[20 µM]	29	10	0.61	5
c1ccc(-n2nnnc2Sc2ncnc3sc4c(c23)CCCC4)cc1	1	-21	0	1.4	-19	9	4	0.35	5
O=C1CCCC2=C1C1(O)C(=O)c3ccccc3C1(O)O2 (centres undefined)	0	-31	-7	0.1	-32	-4	10	0.48	-8
CC1CCC2(CC1)NC(=O)N(Cc1nnc(-c3cccs3)o1)C2=O (centres undefined)	3	-1	-4	-0.3	-8	8	1	0.33	10
Cc1onc(-c2ccccc2)c1C(=O)N1CCN(CCc2ccccc2)CC1	-1	3	-3	-0.3	-24[20 µM]	7	-3	-0.32	-3
Cc1cc(C)c2c(N)c(C(=O)NNC(=O)c3ccccc3)sc2n1	0	6	-6	1.4	-15	7	13	0.0015	5
Cn1c(=O)c2c(nc(Br)n2CCc2ccccc2)n(C)c1=O	2	-11	2	-0.3	4	21	3	-0.88	2
COc1cc(CNCCNC(=O)c2nonc2N)ccc1OCc1ccc(Cl)cc1	2	-3	-9	-0.5	-17	5	3	0.64	0
COCCN(CCOC)S(=O)(=O)c1ccc(/C(O)=C(\C#N)c2nc3ccccc3[nH]2)cc1	2	-4	-10	1.2	-10	4	5	-0.62	-2
CCCn1ncc(CN2CCN(CCc3ccccc3)C(CCO)C2)c1C (centres undefined)	0	8	-1	-0.4	-30	11	4	-0.31	0
O=C(CN1/C(=C(/O)c2ccccc2)C(=O)c2ccccc2S1(=O)=O)c1ccccc1	0	-24	-2	-0.2	4[20 µM]	5	1	0.07	-2
CCOC(=O)c1c(C)n(C)c2ccc(OCC(O)Cn3c(C)nc4ccccc43)cc12 (centres undefined)	2	-6	-5	-0.5	-18[20 µM]	-9	-2	0.66	-4
Cc1ccc(S(=O)(=O)C2C(=O)N(C)C3(C)CC2c2ccccc2O3)cc1 (centres undefined)	-1	3	-6	-0.4	-8	4	-3	0.28	-7
COc1ccc(C2OCC3(CO2)SC(=O)NC3=O)cc1OC (centres undefined)	3	-31	0	0.7	-20	3	4	-0.17	-3
Nc1nnc(CC(=O)N/N=C/c2ccccc2OCc2ccc(F)cc2)s1	-3	-2	-10	0.8	-26	7	6	-0.82	-3
